Source: PubChem
PTHR1 ag: PTHR1 (human) receptor agonism; Q03431; HEK293 GP2 PTHR1 cells, GloSensor cAMP luminescence, 1 h; Potency, µM (highest dose often 115 µM), for inactives: at the highest dose activation, actives largely listed as activators; 0.075% of 410,000 active; further: potency means the concentration at half of the fitted maximal effect; nearly all actives have a fitted effect of over 55% in size; some results filed as inactive show a strong effect at the top dose; inactives centre near -15; many of its hits are not listed in these tables
Target sequence (Q03431 whole entry, looked up): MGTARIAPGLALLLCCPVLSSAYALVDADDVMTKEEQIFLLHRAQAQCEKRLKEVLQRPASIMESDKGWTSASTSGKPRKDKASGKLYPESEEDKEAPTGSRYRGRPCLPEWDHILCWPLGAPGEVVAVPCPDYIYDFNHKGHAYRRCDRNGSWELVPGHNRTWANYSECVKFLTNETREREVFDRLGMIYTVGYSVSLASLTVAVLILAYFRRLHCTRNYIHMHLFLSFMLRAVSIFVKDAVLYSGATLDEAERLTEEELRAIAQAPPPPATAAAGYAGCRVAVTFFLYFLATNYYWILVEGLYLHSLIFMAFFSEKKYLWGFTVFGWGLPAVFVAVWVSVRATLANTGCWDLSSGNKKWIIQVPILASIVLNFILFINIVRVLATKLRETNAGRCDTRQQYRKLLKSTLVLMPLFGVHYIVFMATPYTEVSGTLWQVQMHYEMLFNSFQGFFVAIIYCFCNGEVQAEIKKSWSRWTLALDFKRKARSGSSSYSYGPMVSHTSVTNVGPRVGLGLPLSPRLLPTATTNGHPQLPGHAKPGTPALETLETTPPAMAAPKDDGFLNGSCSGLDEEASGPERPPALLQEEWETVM
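HEK-293-derived GP2 cells expressing PTHR1 and a GloSensor cAMP reporter, 3,000/well, plated overnight, given luciferin plus IBMX (each 0.5 mM as added) for 1 h at 37 °C, then compound for 1 h at 37 °C. Luminescence was read after 15 min at room temperature.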
GLP1R cytotox: cytotoxicity in counter-screen for GLP-1R inverse agonists; HEK293 cAMP-luciferase reporter cells, luminescence, 24 h; Potency, µM (titrated, usually from 38.3 µM), inactives show top-dose activity change, negative = inhibition, actives largely listed as inhibitors; 0.13% of 410,000 active; AID 624418;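 further: loss of luciferase light is scored as toxicity; potency means the concentration at half of the fitted maximal effect; on the % scale 0 is the no-effect control and ±100 the full control effect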
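Step one: seed cells (200 cells/uL, DMEM with 10% Nu serum, 1% pen-strep). Step two: 12-hour incubation at 37 deg C. Step three: pin 23 nL compound, incubate 24 hr. Step four: add luciferase reagent, read luminescence 12 min later.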
GLP1R inv ag: inverse agonists of human GLP-1 receptor | HEK293 GLP-1R CRE-luciferase, luminescence, 24 h; GLP-1R form is constitutively active | Potency, µM (titrated, usually from 38.3 µM), for inactives: top-dose activity change, negative = inhibition, actives largely listed as inhibitors | 1.6% of 410,000 active; further: potency means the concentration at half of the fitted maximal effect; on the % scale 0 is the no-effect control and ±100 the full control effect; nearly all actives have a fitted effect of over 55% in size
Target sequence (P43220 whole entry, looked up): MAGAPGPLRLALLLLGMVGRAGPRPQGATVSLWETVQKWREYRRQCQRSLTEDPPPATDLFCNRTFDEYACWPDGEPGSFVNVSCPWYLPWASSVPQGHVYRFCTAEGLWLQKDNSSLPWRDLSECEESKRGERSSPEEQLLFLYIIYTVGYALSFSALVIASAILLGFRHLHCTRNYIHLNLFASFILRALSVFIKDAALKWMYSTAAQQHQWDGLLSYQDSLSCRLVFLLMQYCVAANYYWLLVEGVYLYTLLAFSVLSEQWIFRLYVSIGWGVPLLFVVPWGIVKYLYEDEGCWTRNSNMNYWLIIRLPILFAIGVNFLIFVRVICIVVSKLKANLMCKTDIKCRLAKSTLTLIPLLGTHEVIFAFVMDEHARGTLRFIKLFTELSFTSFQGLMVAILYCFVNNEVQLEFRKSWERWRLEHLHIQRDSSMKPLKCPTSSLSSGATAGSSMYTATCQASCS
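Readout was luciferase luminescence, measured 12 min after detection reagent at room temperature. Beforehand, GLP-1R reporter HEK293 cells had sat 12 h, then received compounds for 24 hr at 37 deg C.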
Abeta rescue: restores growth of yeast expressing A-beta42 peptide. yeast expressing A-beta42, growth rescue, OD600, 48 h; response scale: 0% DMSO, 100% iron-clioquinol control. Potency, µM (top dose mostly 46.1 µM), without a hit: at the highest dose growth rescue, most hits filed as activators. 0.063% of 410,000 active. AID 1347071; further: potency means the concentration at half of the fitted maximal effect; nearly all actives have a fitted effect of over 55% in size
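Yeast A-beta toxicity model in growth medium with pinned compounds, 48 h at 30 C; growth read as absorbance at 600 nm. Normalized to FeCl3/clioquinol equimolar mix (positive) and DMSO (negative).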
Mm-Cpn inhibitor: inhibitors of Methanococcus maripaludis chaperonin (MmCpn); purified Mm-Cpn ATPase, ADP Transcreener TR-FRET; Potency, µM (top dose mostly 76.9 µM), for inactives: at the top dose activity, negative = inhibition, most hits filed as inhibitors; 0.031% of 330,000 active; further: potency means the concentration at half of the fitted maximal effect; on the % scale 0 is the no-effect control and ±100 the full control effect; nearly all actives have a fitted effect of over 80% in size
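TR-FRET (320 nm excitation; 590 and 665 nm emission) reports ADP made from 10 uM ATP by 25 nM enzyme; compounds were preincubated 10 min, reaction run 30 min, both at 37°C.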
aSyn yeast inh: alpha-synuclein toxicity inhibition in yeast. Yeast expressing alpha-synuclein, growth rescue, BacTiter-Glo, 24 h. Potency, µM (titrated, usually from 46.1 µM), for inactives: at the highest dose growth rescue (activation), most hits filed as activators. 0.14% of 370,000 active; further: potency means the concentration at half of the fitted maximal effect; % of control where 0% means no effect; nearly all actives have a fitted effect of over 65% in size
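Readout is rescue of growth in alpha-synuclein-expressing yeast, so inhibitors of toxicity appear as activators. Growth after 24 hr at 30 deg C in galactose medium is quantified by luminescence.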
Akt phos inh: Akt phosphorylation inhibition. activity change, % for hits at 50 µM. 0.32% of 360,000 active. Neuro2A IGF-stimulated pAkt S473 HTRF, 20 min; hits give low values; in the data active means activity change below about -80%; inconclusive means mostly about -51% to -80%; further: on the % scale 0 is the no-effect control and ±100 the full control effect
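Neuro2A cells in DMEM with 0.5% FBS, overnight at 37 deg C, given compound at single 50 µM final, then IGF (6 nM final) for 20 min at 37 deg C. Lysed; phospho-Akt Ser473 by HTRF after 24 h, 665/615 ratio.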
TDP43 rescue: rescues yeast growth from TDP-43 toxicity | AID 652104 | 1.8% of 410,000 active | TDP-43 expressing yeast growth rescue, BacTiter-Glo, 24 h | Potency, µM (highest dose often 46.1 µM), inactives show top-dose growth rescue (activation), usual class: activators; further: potency means the concentration at half of the fitted maximal effect; % of control where 0% means no effect; nearly all actives have a fitted effect of over 50% in size
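Readout is BacTiter-Glo luminescence of cell growth, so inhibitors register as activators. TDP-43-expressing yeast at OD600=0.02 in galactose medium, after raffinose pregrowth to mid-log, were incubated with compound for 24 hr at 30 deg C.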
FUS suppressor: FUS proteinopathy suppression in yeast; S. cerevisiae FUS-expressing, growth rescue, OD600, 24 h; Potency, µM (top dose mostly 76.6 µM), without a hit: top-dose growth rescue (activation), most hits filed as activators; 0.24% of 390,000 active; AID 1347120;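 further: potency means the concentration at half of the fitted maximal effect; plate controls were DMSO vehicle for no effect and reference control for full effect; nearly all actives have a fitted effect of over 55% in size; some results filed as inactive show a strong effect at the top dose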
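Galactose (2%) drives FUS expression in yeast precultured in raffinose; seeding density OD 0.005. Test compounds incubated 24hr at 30C and 99% humidity before absorbance at 600 nm was measured.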
Numbers without * were called inactive; i = inactive; ? = inconclusive; . = no result given; [ ] = remark or other dose. Unless noted, the call rests on the fitted dose curve; in most records, active means well fitted curve in the direction sought with a large enough effect; inconclusive means small, poorly fitted or top-dose-only effect, or another doubt; inactive means no such curve, though single readings can be large; an effect the other way counts as inactive or inconclusive.

Compound,Mm-Cpn inhibitor,TDP43 rescue,PTHR1 ag,FUS suppressor,GLP1R inv ag,Abeta rescue,GLP1R cytotox,Akt phos inh,aSyn yeast inh
COc1cc(-c2nc3ccc(C)cn3c2Nc2ccc(Cl)cc2)ccc1O,.,13%,-16%,16%,3.5µM*,-19%,?,.,.
CCOC(=O)CSc1nnc(CNC(=O)c2ccco2)n1-c1ccc(F)cc1,2%,-8%,i,-2%,4%,4%,4%,i,0%
COc1cc(-c2nnc3sc(-c4ccco4)nn23)cc(OC)c1OC,-1%,-1%,i,19%,0%,-15%,1%,i,-4%
COc1cc(Cn2c3ccc(NC(=O)CC(C)c4ccccc4)cc3c(=O)n2C)ccc1F (configuration not stated),.,0%,-47%[inhibitor],32%,?,-10%,-26%,i,-1%
O=[N+]([O-])c1cc(S(=O)(=O)N2CCCC2)ccc1OCCOc1ccccc1,0%,16%,i,2%,?,14%,4%,i,11%
CCOC(=O)c1c(NC(=O)C(Sc2ccccc2)c2ccccc2)sc(C(N)=O)c1C (configuration not stated),1%,5%,-7%[57.5 µM],27%,6%,5%,-4%,i,-12%
CC(C)C[C@H]1CN([C@@H](Cc2ccccc2)CN2CCC[C@@H]2CN2C(=O)C(=O)NC[C@@H]2Cc2ccc(O)cc2)C(=O)C(=O)N1CC1CCCCCC1,.,26%,6%,34%,20%,1%,5%,i,2%
CC1CCCC(C)N1CCCNC(=O)Cn1ncc2c([nH]c3ccccc32)c1=O (configuration not stated),-9%,-9%,-15%,7%,-3%,0%,-11%,i,3%
COC(=O)c1c(NC(=O)CN2C(=O)c3ccccc3C2=O)sc(Cc2ccc3c(c2)OCO3)c1C,1%,-13%,-13%,2%,10%,-4%,2%,i,2%
NNc1ccc(Cl)nn1,0%,8%,-10%,6%,10µM*,-8%,?,i,-1%
Cc1ccc(S(=O)(=O)Nc2c(C)ccc3nsnc23)cc1,1%,0%,i,5%,0%,-2%,0%,i,11%
CCC1(C)CC2(CCCN(CCC(O)(c3ccccc3)c3ccccc3)C2)CCO1 (configuration not stated),-3%,-21%,i,35%,?,-8%,-21%,i,-8%
Cc1cc(Cl)nc(Cl)c1C(=O)N1CCOCC1,-1%,11%,-23%,-18%,1%[0.307 µM],29%,-5%[0.307 µM],i,-5%
COc1ccc(C(=O)Nc2nc3cc4c(cc3s2)OCCO4)c(OC)c1,-1%,10%,-28%,-6%,-3%,0%,5%,i,-4%
Nc1ccc[n+](Cc2ccccn2)c1,0%,-2%,0%[57.5 µM],-30%,2%,-1%,-5%,i,1%
O=C(NCCCCCNC(=O)c1cccnc1)c1cccnc1,-1%,-4%,i,-9%,15%,2%,0%,i,-10%
Cc1ccc(CNC(=O)CSc2c3c(nc4cc(Cl)ccc24)CCCC3)cc1,.,?,-56%[inhibitor],-8%,-8%,4%,-2%,.,.
O=C(Nc1nc2ccccc2s1)C1CC(=O)N(c2ccc(F)cc2)C1 (configuration not stated),.,19%,-2%[57.5 µM],19%,?,?,-5%,i,1%
CCOc1ccc(NC(=O)CCc2c(C)nc3c4c(C)cc(C)nc4nn3c2C)cc1,.,-7%,i,-18%,4%,-6%,2%,.,.
O=C(O)c1cccc(NC(=O)c2ccccc2NC(=O)c2ccccc2F)c1,1%,-39%[1.82 µM],-5%,9%,9%,2%,-9%,i,-3%
O=C(Nc1cc(C(F)(F)F)ccc1N1CCOCC1)c1c(F)c(F)c(F)c(F)c1F,-1%,8%,-4%[57.5 µM],-3%,20%,6%,74%[activator],i,3%
Cc1[nH]c2ccccc2c1-c1nc(N)sc1C,-2%,11%,-5%,-16%,-5%,-2%,-5%,i,6%
Cc1cccc(OCC(=O)NCCCNC(=O)c2cccnc2)c1,-2%,-16%,i,15%,5%,-1%,-2%,i,-2%
COc1ccc(C(=O)Nc2ccccc2C(=O)N2CCCCC2C)cc1 (configuration not stated),-1%,5%,-18%,-3%,-11%,3%,-9%,i,0%
COCCSc1ccccc1C(=O)Nc1ccc2c(c1)OCO2,2%,4%,-5%,-6%,13%,4%,-2%,i,-4%
O=C(c1ccco1)N1CCN(C(=O)C2CC2)CC1,1%,12%,i,-1%,1%,6%,-19%,i,-2%
O=S(=O)(N/N=C\c1ccc2c(c1)OCO2)c1ccccc1,2%,-4%,-10%,10%,16%,12%,-3%,i,-1%
CCOC(=O)c1cc(-c2ccc(F)cc2)n(CCC(=O)Nc2nc3ccc(OC)cc3s2)c1C,.,-3%,-65%[inhibitor],45%,-28%,-5%,-4%,.,.
COc1ccccc1NC(=O)C(=O)NCCC1CCCCN1S(=O)(=O)c1ccc(F)cc1 (configuration not stated),-1%,8%,i,19%,-6%,1%,-11%,i,18%
O=C(N/N=C/c1cc([N+](=O)[O-])ccc1O)c1ccncc1,-21%,?,i,-6%,?,10%,-13%,i,5%

3 structures out of the list, arranged by count of non-hydrogen atoms, rising:
Compound,Mm-Cpn inhibitor,TDP43 rescue,PTHR1 ag,FUS suppressor,GLP1R inv ag,Abeta rescue,GLP1R cytotox,Akt phos inh,aSyn yeast inh
COCCSc1ccccc1C(=O)Nc1ccc2c(c1)OCO2,2%,4%,-5%,-6%,13%,4%,-2%,i,-4%
COc1ccc(C(=O)Nc2ccccc2C(=O)N2CCCCC2C)cc1 (configuration not stated),-1%,5%,-18%,-3%,-11%,3%,-9%,i,0%
COc1ccccc1NC(=O)C(=O)NCCC1CCCCN1S(=O)(=O)c1ccc(F)cc1 (configuration not stated),-1%,8%,i,19%,-6%,1%,-11%,i,18%

The list goes on:
Compound,Mm-Cpn inhibitor,TDP43 rescue,PTHR1 ag,FUS suppressor,GLP1R inv ag,Abeta rescue,GLP1R cytotox,Akt phos inh,aSyn yeast inh
Cc1ccccc1Cn1c(=O)n(CCC(=O)NCc2ccco2)c(=O)c2sccc21,.,8%,i,-11%,-2%,-3%,1%,.,.
CC(C)(Oc1ccc(Br)cc1)C(=O)Nc1cc(-c2nc3ccccc3[nH]2)ccc1Cl,.,-7%,-23%,-15%,0%,-50%[inhibitor],-5%,.,-38%[inhibitor]
CCOC(=O)C1CCN(S(=O)(=O)c2ccc(C)c(C(=O)NC3CCCCC3)c2)CC1,-2%,8%,-30%[inhibitor],.,11%,-2%,-1%,i,5%
CCCS(=O)(=O)NCCc1csc2nc(-c3ccc(OC)cc3)nn12,.,15%,i,11%,16%,-15%,-10%,.,.
CCOC(=O)C1(Cc2ccccc2)CCN(Cc2cccc3c2OCO3)CC1,2%,9%,i,17%,?,-14%,-5%,i,1%
COc1ccc(CNC(=O)COC(=O)CCCOc2ccc(Cl)cc2Cl)cc1OC,-12%,-2%,-17%,15%,15%,-2%,9%,i,13%
CN(C(=O)Cn1nc(Cc2cccnc2)c2ccccc2c1=O)c1cccc(C(F)(F)F)c1,.,-3%,i,13%,9%,-10%,-3%,.,.
O=C(Nc1cccn2ncnc12)C(F)(F)F,0%,-13%,i,-5%,1%,-1%,-8%,i,-11%
COc1cccc(C(=O)NCC2CCCN2S(=O)(=O)c2cccs2)c1 (configuration not stated),-1%,3%,i,15%,-7%,-12%,-2%,i,2%
O=C(COc1ccccc1)Nc1ccc2[nH]c(=O)[nH]c2c1,-3%,-9%,-37%[inhibitor],-16%,30%,30%,3%,i,-2%
Cc1cc(C(=O)N/N=C/C=C/c2ccc(Br)cc2)n[nH]1,-3%,6%,i,15%,-24%,-5%,-1%,i,-3%
COCCn1c(SCc2cc(=O)n3ccsc3n2)nnc1-c1ccncc1,1%,-8%,i,-2%,14%,-12%,-3%,i,3%
O=C(O)c1ccc(N2C(=O)CC(SC(=NCc3ccc4c(c3)OCO4)Nc3ccccc3)C2=O)cc1 (configuration not stated),-15%,1%,-19%,10%,-17%,-7%,-14%,i,-1%
N#C/C(=C\c1ccc(-c2ccc(C(=O)O)cc2)o1)C(=O)NCC1CCCO1 (configuration not stated),-3%,16%,i,.,8%,10%,?,i,-1%
CC(c1nnc(SCC(=O)Nc2cccnc2Cl)n1Cc1ccccc1)N(C)C (configuration not stated),-1%,-13%,26%,6%,4%,-10%,-3%,i,-1%
CS(=O)(=O)N1CCc2cc(C(=O)Nc3ccc(O)cc3)ccc21,1%,-22%,i,6%,7%,-14%,4%,i,-7%
Cc1c(C(=O)N2CCN(c3ccccc3F)CC2)sc2ncn(CC(=O)N3CCOCC3)c(=O)c12,1%,-18%,-5%[57.5 µM],20%,0%,10%,4%,.,0%
O=C(CCc1ccccn1)N1CCCC(Nc2cccc(F)c2)C1 (configuration not stated),2%,-12%,-1%,-16%,12%,9%,0%,i,-3%
CC(C)c1ccccc1OS(N)(=O)=O,1%,2%,-19%,-17%,12%,-26%,-5%,i,-1%
Cc1ccc2nc(C)c3c(c2c1)COC3,?,10%,-22%,11%,40%[activator],11%,6%[1.53 µM],i,3%
NS(=O)(=O)c1ccc(CCNc2nccn(-c3cccc(C(F)(F)F)c3)c2=O)cc1,.,8%,i,20%,-29%,-9%,-18%,.,.
Cc1cc(C(=O)CN2C(=O)NC(c3ccccc3)(c3ccccc3)C2=O)c(C)n1Cc1ccccc1,-14%,11%,i,?,?,0%,-18%,-136%*,0%
CC(C)C(NC(=O)CSCc1ccc([N+](=O)[O-])cc1)C(C)C,1%,15%,-23%,.,?,45%,-8%,i,2%

This is a subset. The share of hits here may be higher or lower than overall.
